STK33 inh = inhibitors of human STK33 kinase. inhibition, % at 10 µM. actives 0.073% (n = 320,000). Q9BYT3. purified STK33, MBP phosphorylation, ADP-Glo luminescence;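 active means inhibition at or above 25%, using the most active replicate where run in duplicate; inactive means inhibition below 25%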
Target sequence (Q9BYT3 whole entry, looked up): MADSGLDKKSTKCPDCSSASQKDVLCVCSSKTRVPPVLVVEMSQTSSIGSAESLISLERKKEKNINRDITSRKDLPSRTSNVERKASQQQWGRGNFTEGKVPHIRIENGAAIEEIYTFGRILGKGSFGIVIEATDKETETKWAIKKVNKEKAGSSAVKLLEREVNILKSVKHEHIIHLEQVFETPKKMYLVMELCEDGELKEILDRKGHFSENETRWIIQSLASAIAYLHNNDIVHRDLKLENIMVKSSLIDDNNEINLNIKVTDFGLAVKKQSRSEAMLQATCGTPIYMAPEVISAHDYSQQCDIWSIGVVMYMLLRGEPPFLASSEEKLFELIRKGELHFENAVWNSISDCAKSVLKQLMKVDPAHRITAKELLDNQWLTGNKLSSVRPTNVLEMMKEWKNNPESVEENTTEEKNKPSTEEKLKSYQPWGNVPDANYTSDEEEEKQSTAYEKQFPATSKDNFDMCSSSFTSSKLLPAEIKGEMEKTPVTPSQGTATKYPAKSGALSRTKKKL
CHT inh = human CHT choline transport inhibition; Q9GZV3; CHT-expressing cells, membrane potential dye, choline response; hits give low values; B-score at 10 µM; actives 0.86% (n = 310,000);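 active means B-score over 3 SD under the library average, and starting fluorescence ratio not unusually high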;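 further: choline stimulus applied at its EC90 after an EC20 pre-addition; B-score computed on integrated fluorescence ratio after choline addition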
CHT allo act = human CHT allosteric activation; Q9GZV3; CHT-expressing cells, membrane potential dye, choline EC20; hits give high values; LV-AA mutant CHT in HEK293 cells; B-score at 10 µM; actives 0.49% (n = 310,000); AID 488977;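 active means initial fluorescence not abnormally high and integrated response B-score, plate-corrected, over 3 SD above library mean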
* hit, by the source's call; i = inactive; x = not tested or not shown.

SMILES	STK33 inh	CHT inh	CHT allo act
CCOc1ccc(N(CC(=O)NCc2ccc(OC)cc2)S(=O)(=O)c2c(C)noc2C)cc1	-1.2	i	i
CCn1ccnc1CN(C)C(=O)CCc1nnc(CCC2CCCCC2)o1	-0.3	i	i
CC(=O)Nc1ccc(CN2CCCN(C)CC2)cc1	-1.0	i	i
CCCC(=O)Nc1nnc(SCC(=O)NC2CC2)s1	-1.2	i	i
CSc1nc(C)cc(OCC(=O)N/N=C/c2ccccc2O)n1	-0.7	i	i
CCC(C)c1ccc(NC(=S)NN2CCOCC2)cc1 (stereo not given)	2.1	i	i
CCCN(CCC)c1nc(C#N)nc(N(CCC)CCC)n1	-0.2	i	i
Cn1c(CCn2ccccc2=O)nc2cc(NC(=O)COc3ccccc3)ccc21	-1.2	i	i
CC(Oc1ccc(F)cc1)C(=O)Nc1cc(C(F)(F)F)ccc1-n1cncn1 (stereo not given)	x	i	i
COc1ccc(C(=O)CC(=O)Nc2ccc([N+](=O)[O-])cc2)cc1	-7.3	i	i

Another view of four compounds above:
CCCN(CCC)c1nc(C#N)nc(N(CCC)CCC)n1
  STK33 inh: -0.2
  CHT inh: i
  CHT allo act: i
Cn1c(CCn2ccccc2=O)nc2cc(NC(=O)COc3ccccc3)ccc21
  STK33 inh: -1.2
  CHT inh: i
  CHT allo act: i
CC(Oc1ccc(F)cc1)C(=O)Nc1cc(C(F)(F)F)ccc1-n1cncn1 (stereo not given)
  STK33 inh: x
  CHT inh: i
  CHT allo act: i
COc1ccc(C(=O)CC(=O)Nc2ccc([N+](=O)[O-])cc2)cc1
  STK33 inh: -7.3
  CHT inh: i
  CHT allo act: i

Going on with the list.
SMILES	STK33 inh	CHT inh	CHT allo act
O=c1c2ccccc2nc(COc2ccccc2)n1/N=C/c1cn[nH]c1-c1ccccc1	0.4	i	i
C=CCN1C(=O)C(Cc2cccc(C)c2)SC1=Nc1ccc(C(=O)O)cc1 (stereo not given)	-1.3	i	i
COc1ccc(NC(=O)c2ccccc2-c2ccccc2)cc1	-0.2	i	i
CC(C)c1ccc(NC(=S)N2CCCC(c3ccc(F)cc3)=N2)cc1	-1.0	i	i
O=C(CSCC(=O)N1CCCCC1)Nc1nc(-c2cccs2)cs1	-0.9	i	i
COc1ccc(Cl)cc1N(CC(=O)Nc1ccccc1SC)S(C)(=O)=O	-1.6	i	i
CC(C)c1ccc(-c2nc(N3CCCC3)nc3n[nH]c(N)c23)cc1	2.3	i	i
Cc1cccc(NC(=O)c2ccc(C(=O)c3ccccc3)cc2)n1	x	i	i
CCSCCC(NC1=CC(=O)CC(C)(C)C1)C(=O)O (stereo not given)	2.8	i	i
COc1ccc(C2c3ccc4ccccc4c3Oc3ncn(CCN4CCOCC4)c(=N)c32)cc1 (stereo not given)	-0.9	i	i
CCc1ccc(/C=N/NC(=O)Cc2ccc(OC)c(OC)c2)s1	1.0	i	i
Cn1cc(/C=C(\NC(=O)c2ccccc2Cl)C(=O)NCCCn2ccnc2)c2ccccc21	1.6	i	i
CCCOC(=O)C1[C@H]2C(=O)N(C(C)c3ccc(OC)cc3)C[C@]23C=C[C@H]1O3 (stereo not given in full)	1.8	i	i
O=C1CC(CC(=O)N/N=C/c2ccccc2[N+](=O)[O-])=NN1	-0.1	i	i
COc1ccc(C(C)=O)cc1CSc1nc2ccccc2c(=O)n1-c1ccccc1	-0.6	i	i
COc1ccc(CNC(=O)COC(=O)CCn2c(C)csc2=O)cc1OC	-1.1	i	i
C/C(CC(=O)Nc1ccccc1C(F)(F)F)=N\NC(=O)c1cnccn1	-0.8	i	i
NS(=O)(=O)c1ccc(Nc2nc(-c3ccc(F)cc3)cs2)cc1	2.4	i	i
Cc1cccc(Nc2ccncc2S(=O)(=O)NC(=O)NC(C)C)c1	-1.3	i	i
COc1ccccc1NC(=O)c1cc([N+](=O)[O-])ccc1NCCN1C(=O)CCC1=O	-1.1	i	i
Nc1nonc1N/N=C/c1c(O)ccc2ccccc12	-0.2	i	i
Cc1ccn2cc(C(=O)Nc3ccccc3N3CCOCC3)nc2c1	0.5	i	i
CCN(CC)c1nc(SCCOC(=O)Nc2ccccc2)nc(N(CC)CC)n1	-1.0	i	i
COCCn1c(SCC(=O)NC(=O)NCc2ccccc2)nc2ccccc21	0.7	i	i
COc1ccc([N+](=O)[O-])cc1N(CC(=O)N(C)C)S(C)(=O)=O	-2.6	i	i
COc1cccc(-c2nn3c(-c4ccccn4)nnc3s2)c1	-1.1	i	i
CS(=O)(=O)N(Cc1ccccc1)c1ccc(C(=O)Nc2cccnc2)cc1	-1.1	i	i
Oc1c(N=NC(=S)Nc2ccccc2F)c2ccccc2n1Cc1ccc(Cl)cc1	0.3	i	i
CC(=O)Nc1cccc(NC(=O)c2ccc(Br)cc2)c1	-1.2	i	i
C[n+]1ccccc1C1CCCC/C1=N\NC(N)=S (stereo not given)	-1.3	i	i
COc1ccc(Cl)c2sc(NC(=O)C3=COCCO3)nc12	x	i	i
CCCCNC(=S)N(Cc1ccco1)Cc1cc2cc3c(cc2[nH]c1=O)OCCO3	-1.7	i	i
CCCCCCOC1(c2ccccc2)OC(=O)c2ccccc21 (stereo not given)	-2.1	i	i
Cc1cccc(Cn2c(NCCO)nc3c2c(=O)n(C)c(=O)n3C)c1	-1.0	i	i
Cn1c(=O)[nH]c(=O)c2c1nc(CN1CCN(Cc3ccccc3)CC1)n2CC(N)=O	-0.7	i	i
Cc1ccc(N2C(=O)N3[C@H](c4ccc(F)cc4)[C@@H]4C(=O)N(C5CCCCC5)C(=O)[C@@H]4[C@]3(C)C2=O)cc1	0.0	i	i
CCOc1ccc(CCNC(=O)c2nnn(CC(=O)Nc3ccc(C)cc3)c2N)cc1OCC	0.5	i	i
O=C(NCCNc1ccc([N+](=O)[O-])cc1C(F)(F)F)c1ccccc1	x	i	i
COCCN(C(=S)Nc1ccc(Cl)cc1OC)C1CCN(C(C)=O)CC1	-0.5	i	i
O=C(CN1CCCC1=O)NC1C2CC3CC(C2)CC1C3 (stereo not given)	-0.8	i	i
O=C(COC(=O)c1cnc(Cl)c(Cl)c1)NCCC1=CCCCC1	-0.6	i	i
COc1ccc(NC(=O)Cn2cccc2)c(OC)c1	x	i	i
Cc1cc2nc(SCC(=O)O)nc(C)c2cc1C	0.0	i	i
NC(=O)CC(NC(=O)Cc1ccc(Br)cc1)c1ccc(N2CCc3ccccc3C2)c([N+](=O)[O-])c1 (stereo not given)	-0.9	i	i
Cc1cc(Cl)ccc1OCC(=O)NNC(=O)c1cnccn1	0.9	i	i
Cc1ccc(CN2CCNC(=O)C2CC(=O)NCc2csc(C(C)C)n2)cc1 (stereo not given)	-0.6	i	i
Cc1cc(NC(=O)Nc2ccccc2)n(-c2ccccc2)n1	1.0	i	i
CCc1ccc(NC(=O)C(=O)NCCN2CCN(S(=O)(=O)c3ccccc3)CC2)cc1	0.1	i	i
COc1ccccc1NS(=O)(=O)c1cc(C(=O)NCC2CCCO2)ccc1C (stereo not given)	-1.3	i	i
Cc1ccc(C(=O)c2ccccc2C(=O)OCC(=O)Nc2ccc(SC(F)F)cc2)cc1	0.4	i	i

Next section.
SMILES	STK33 inh	CHT inh	CHT allo act
O=C(NS(=O)(=O)c1ccccc1)c1ccccc1F	-0.3	i	i
CCC(C)c1ccc(NC(=O)CN(C)CC(=O)Nc2cccc(OC)c2)cc1 (stereo not given)	-1.5	i	i
CCOC(=O)n1c(=O)n(Cc2cccc(C)c2)c2ccccc21	-0.3	i	i
COc1ccc(Cn2c(-c3ccco3)nc3oc4ccccc4c(=O)c3c2=O)cc1	-2.4	i	i
Cn1c(CNC2CCCCC2)c(C#N)c2ccccc21	-1.3	i	i
CN=c1scc(-c2ccc([N+](=O)[O-])cc2)n1/N=C/c1ccco1	0.0	i	i
CCCCC(=O)Nc1ccc(C(=O)Nc2nc(CC(=O)OCC)cs2)cc1	-0.2	i	i
COc1ccc(OCC(=O)N/N=C(\C)CC(=O)Nc2ccc(NC(C)=O)cc2)cc1	-1.0	i	i
C=CCN(c1ccccc1)S(=O)(=O)c1c(C)[nH]c(=O)[nH]c1=O	-0.5	i	i
CCOC(=O)N1CCN(S(=O)(=O)c2ccc(F)c(C(=O)Nc3ccc(C(C)C)cc3)c2)CC1	-2.8	i	i
COc1ccc(NC(=O)CCC(=O)NCc2ccco2)c([N+](=O)[O-])c1	-1.6	i	i
CCn1c(=O)cc(O)c2c(=O)n(C)c(=O)n(C)c21	-1.1	i	i
CN(C)S(=O)(=O)c1cccc(C(=O)Nc2cc(Cl)ccc2O)c1	-1.5	i	i
CN(Cc1ccccc1)C(=O)COC(=O)c1cc(S(=O)(=O)N(C)C)ccc1N1CCCC1	-1.3	i	i
O=c1cc(-c2ccccc2)[nH]c2nc3ccccc3n12	-0.8	i	i
Cc1ccc(NC(=O)c2cc(-n3cnnc3)ccc2Cl)c(C)c1	-2.1	i	i
O=Cc1ccc(OC(=O)C2CC(=O)N(c3ccc(F)cc3)C2)cc1 (stereo not given)	0.6	i	i
O=[N+]([O-])c1ccc(Nc2ccccc2F)nc1	2.7	i	i
CCc1ccccc1NC(=O)C1CCCC1	-0.7	i	i
CCN1CCCc2cc(CN(CCN3CCOCC3)C(=S)Nc3ccc(OC)cc3)ccc21	-1.8	i	i

Pulled by compound from above:
SMILES	STK33 inh	CHT inh	CHT allo act
CN(C)S(=O)(=O)c1cccc(C(=O)Nc2cc(Cl)ccc2O)c1	-1.5	i	i
O=c1cc(-c2ccccc2)[nH]c2nc3ccccc3n12	-0.8	i	i

(listing goes on)
SMILES	STK33 inh	CHT inh	CHT allo act
CC(=O)c1ccc(NC(=S)NCc2ccco2)cc1	-1.1	i	i
CN(C)CCN(C(=O)c1ccc(Br)s1)c1nc2cc3c(cc2s1)OCCO3	0.8	i	i
CC(C)(C)n1ncc2c(=O)n(Cc3cccc(Cl)c3)cnc21	0.6	i	i
Cc1ccccc1-c1nnc(-c2cccs2)o1	-1.7	i	i
Clc1cccc(Cl)c1COn1nnc2ccccc21	-0.1	i	i
O=S1(=O)C=C(Sc2nnc(-c3ccccc3)o2)c2ccccc21	-1.0	i	i
CCOC(=O)c1cnc2nc(Cc3ccccc3)[nH]n2c1=O	-2.4	i	i
N#C[C@@H]1N(Cc2ccccc2)C(=O)[C@H]2CC3C=CC21O3 (stereo not given in full)	1.5	i	i
COc1ccc(NC2SC(=O)N(CC(=O)O)C2=O)cc1 (stereo not given)	-0.9	i	i
Cc1[nH][nH]c(=O)c1C(c1ccc(-c2cccc(C(=O)O)c2)o1)c1c(C)[nH][nH]c1=O	1.4	i	i
CC(NC(=O)c1cc(S(=O)(=O)N2CCOCC2)cn1C)c1ccccc1 (stereo not given)	-0.1	i	i
Cc1cc(C)n(S(=O)(=O)c2ccc3ccccc3c2)n1	-0.4	i	i
CC1CC1C(=O)OCC(=O)Nc1ncc(Cl)cc1Cl (stereo not given)	-0.7	i	i
CC(C)Cc1nc(C#N)c(N2CCC(C(N)=O)CC2)o1	-0.9	i	i
[O-]c1n[n+](-c2ccc(Cl)cc2)cc2ccccc12	-0.8	i	i
CCOc1ccc(N(CC(=O)Nc2cccc(C)c2)S(C)(=O)=O)cc1	0.4	i	i
O=C(Cc1nc2ccccc2[nH]1)c1ccc([N+](=O)[O-])cc1	-0.8	i	i
O=C(C[n+]1cccc(CNC(=O)c2ccc(OC(F)F)cc2)c1)c1ccccc1	-0.7	i	i
O=C(O)c1cccc(C(=O)O)c1Br	0.2	i	i
Cc1ccc(OCC(=O)Oc2ccccc2[N+](=O)[O-])cc1	1.1	i	i
COc1ccc(C(=O)NNC(=O)C(=O)Nc2ccc(C)c(Cl)c2)cc1	1.1	i	i
CCOc1ccc(NC(=O)COc2coc(CN3CCc4ccccc4C3)cc2=O)cc1	x	i	i
CC(C)C(=O)Nc1ccc2c(c1)nc(CCN1CCN(C)CC1)n2C	-2.8	i	i
O=C1NC2(O)C(=O)c3ccccc3C2(O)N1 (stereo not given)	-0.1	i	i
CC(C)NS(=O)(=O)c1ccc(NC(=O)c2cccnc2)cc1	3.0	i	i
NC(=O)C1(N2CCCCC2)CCN(C2CC(=O)N(CCc3ccccc3)C2=O)CC1 (stereo not given)	0.8	i	i
CN1CCN(c2oc(-c3ccc([N+](=O)[O-])cc3)nc2C#N)CC1	-0.5	i	i
CCOC(=O)CCC(NC(=O)c1cncc(O)c1)C(=O)OCC (stereo not given)	0.4	i	i
COc1cc2[nH]c(=O)n(CCC(=O)N3CCC(N4CCCCC4)CC3)c(=O)c2cc1OC	0.5	i	i
S=C(Cc1ccccc1)NCCc1ccccc1	3.5	i	i
CC1=C(C(=O)Nc2ccccc2C)C(c2ccc(C)o2)C2=C(CCCC2=O)N1 (stereo not given)	2.6	i	i
CCCNC(=O)C1(CC2CC(c3ccccc3)=NO2)CCN(C(=O)C2(C)CC2)CC1 (stereo not given)	0.1	i	i
CC(=O)C12CC(C)=C(C)CC1CC1C3CCC4=CC(=O)CCC4(C)C3CCC12C (stereo not given)	-0.7	i	i
Cn1c(=O)c2c(nc(SCc3ccc(F)cc3)n2C)n(C)c1=O	-2.4	i	i

Source: PubChem BioAssay
